Compound activity deposited in PubChem by National Center for Advancing Translational Sciences (NCATS).
LMNA splice mod: modulators of lamin A splicing. HeLa LMNA splicing GFP/RFP minigene ratio, 48 h. Potency, µM (highest dose often 46.1 µM), for the others: at the top dose ratio change, negative = inhibition, most hits filed as inhibitors. 0.01% of 200,000 active. AID 1487; active means well fitted inhibition curve with a large enough effect in the signal ratio, with a control signal flat, not every such curve was filed as active; inconclusive means small, poorly fitted or top-dose-only effect, or effect the other way, or a change in a side signal; the % refers to the signal ratio; further: potency means the concentration at half of the fitted maximal effect; on the % scale 0 is the no-effect control and ±100 the full control effect
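S3 HeLa stable clones carrying a lamin A-EGFP splicing minigene plus DsRed2 were seeded at 600 cells/well in Opti-MEM with 2% FBS, pin-dosed and incubated 48 h at 37°C. Acumen cytometry (488 nm) gave the GFP/RFP total-intensity ratio.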
CBFb-RUNX1 inh: blocks binding between human CBF-beta and RUNX1; 230,000 tested, under 10 active; AlphaScreen CBFb-His/RUNX1-biotin binding, biochemical; Potency, µM (highest dose often 59.8 µM), for the others: at the highest dose activity, negative = inhibition, hits mostly inhibitors; further: % of control where 0% means no effect
Target sequence (Q01196 whole entry, looked up): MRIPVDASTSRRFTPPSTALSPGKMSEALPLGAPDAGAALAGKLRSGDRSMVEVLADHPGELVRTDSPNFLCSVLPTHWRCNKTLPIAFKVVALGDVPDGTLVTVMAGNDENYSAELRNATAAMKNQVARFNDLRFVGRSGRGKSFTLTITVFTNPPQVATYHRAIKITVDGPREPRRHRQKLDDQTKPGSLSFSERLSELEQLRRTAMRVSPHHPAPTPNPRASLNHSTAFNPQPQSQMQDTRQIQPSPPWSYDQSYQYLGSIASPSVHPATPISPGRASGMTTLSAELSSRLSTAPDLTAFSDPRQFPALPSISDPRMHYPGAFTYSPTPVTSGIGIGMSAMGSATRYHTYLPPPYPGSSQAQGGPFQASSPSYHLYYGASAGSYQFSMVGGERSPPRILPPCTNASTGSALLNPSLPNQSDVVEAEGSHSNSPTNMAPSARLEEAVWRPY
Target sequence (Q13951 whole entry, looked up): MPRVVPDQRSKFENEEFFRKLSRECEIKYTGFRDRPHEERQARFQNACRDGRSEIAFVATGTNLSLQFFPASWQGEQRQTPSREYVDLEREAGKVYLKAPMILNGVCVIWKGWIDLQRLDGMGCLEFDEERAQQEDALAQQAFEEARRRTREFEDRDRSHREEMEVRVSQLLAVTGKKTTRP
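Interaction loss through any mechanism counts as activity. Pre-formed complex of His-CBF-beta and biotin-RUNX1 (30 nM apiece) is incubated with compound 15 min, then with 50 ng nickel and 50 ng streptavidin beads for 90 min before AlphaScreen detection.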
SMN2 splice enh: increases expression of the SMN2 splice variant; HEK293 SMN2-luciferase splicing reporter, luminescence, 30-36 h; Potency, µM (top dose mostly 46.1 µM), for the others: at the highest dose activity change, positive = activation, usual class: activators; 2.8% of 210,000 active; further: potency means the concentration at half of the fitted maximal effect; % of control where 0% means no effect; nearly all actives have a fitted effect of over 55% in size
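HEK293 cells carry an SMN2 […]–luciferase reporter in which exon 7 inclusion puts luciferase in frame. Cells were plated 10-12 h before compound addition, then incubated 30-36 h at 37C. ONE-Glo luminescence was read; sodium butyrate at 4.5 mM final served as control.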
HTT ATP protect: protects HTT-Q103 PC12 cells, measured by ATP; PC12 HTT-Q103 induced, cytoprotection, ATP luminescence, 40 h; Potency, µM (top dose mostly 56.4 µM), without a hit: cytoprotection (ATP increase), actives largely listed as activators; 0.14% of 230,000 active; AID 1471;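 further: potency means the concentration at half of the fitted maximal effect; % of control where 0% means no effect; nearly all actives have a fitted effect of over 45% in size; toxic huntingtin expression switched on by the ecdysone agonist tebufenozide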
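Compounds were screened for protection of PC12 cells against cell death after tebufenozide induction (100 nM final) of mutant Huntingtin exon 1 (Q103) fused to GFP.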
Luc counter: counter-screen: inhibitors of Kinase-Glo firefly luciferase | Q27757 | Kinase-Glo luciferase, ATP luminescence, 8 min | Potency, µM (doses to about 38.3 µM), without a hit: top-dose activity change, negative = inhibition, usual class: inhibitors | 0.28% of 200,000 active; further: potency means the concentration at half of the fitted maximal effect; on the % scale 0 is the no-effect control and ±100 the full control effect; nearly all actives have a fitted effect of over 60% in size
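Luminescence was the read-out, taken after 8-minute incubation at ambient temperature. Luciferase turned over luciferin with 10 uM ATP in imidazole pH 7.2 buffer containing KCl, MgCl2, Tween 20 and BSA.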
IMPase Li cell: IMPase inhibition in cells with lithium potentiation | CHO-M1 cells, IP1 TR-FRET (IP-One), carbachol + lithium | Potency, µM (highest dose often 59.4 µM), without a hit: at the highest dose activity, negative = IMPase inhibition, actives largely listed as inhibitors | 0.35% of 210,000 active | AID 1457;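 further: IP1 builds up when IMPase is blocked and the TR-FRET signal falls; potency means the concentration at half of the fitted maximal effect; plate controls were basal vehicle for no effect and high inhibitor control for full effect; nearly all actives have a fitted effect of over 50% in size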
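CHO cells stably expressing M1 receptor (2000/well, cultured 16–30 h) treated 30 min at 37C with compound plus low lithium. Cytosolic IP1 by TR-FRET (665/620 ratio and 620 channel) after 10 min lysis; AC50 by Hill fit.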
HTT aggregate: mutant huntingtin aggregation inhibition. PC12 HttQ103-GFP aggregates, Acumen cytometry, 40 h. Potency, µM (top dose mostly 46.1 µM), without a hit: top-dose activity change, negative = inhibition, hits mostly inhibitors. 1.1% of 220,000 active. AID 1688; further: potency means the concentration at half of the fitted maximal effect; on the % scale 0 is the no-effect control and ±100 the full control effect; nearly all actives have a fitted effect of over 60% in size
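Compounds (qHTS titration) were added to PC12 cells expressing an ecdysone-driven HTT exon 1 Q103–GFP fusion after induction with 100 nM tebufenozide. Aggregate formation was measured as GFP objects in cell lysates.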
The depositor's hits bear a star; ? = inconclusive; / = no result given; [ ] = dose if it differs, or a comment. Unless noted, the call rests on the fitted dose curve; in most records, active means well fitted curve in the direction sought with a large enough effect; inconclusive means small, poorly fitted or top-dose-only effect, or another doubt; inactive means no such curve, though single readings can be large; an effect the other way counts as inactive or inconclusive.

SMILES	LMNA splice mod	CBFb-RUNX1 inh	SMN2 splice enh	HTT ATP protect	Luc counter	IMPase Li cell	HTT aggregate
COc1ccc(OC)c(NC(=O)c2cccc(S(=O)(=O)N(Cc3ccccc3)c3ccccc3OC)c2)c1	?	-4%	-4%[1.84 µM]	-1%[10 µM]	-2%	10%	-3%
CCn1nc2cc(C(=O)NCC34CC5CC(CC(C5)C3)C4)ccc2c1OC	-1%	-12%	-24%	-4%	6%	?	4%
N#Cc1nc(COc2ccccc2)oc1NCCCn1ccnc1	-1%	5%	17%	-17%	0%	33%[38.3 µM]	?
CCOC(=O)c1ccc(N2C(=O)CC(N3CCN(Cc4ccccc4)CC3)C2=O)cc1 (configuration not stated)	0%	3%	-7%	-8%	0%	16%[38.3 µM]	3%
O=C(C1CCN(Cc2cc(Cl)ccc2O)CC1)N1CCN(Cc2ccccc2)CC1	-16%	6%	-42%[inhibitor]	2%[10 µM]	3%	25%[38.3 µM]	-1%
O=C(O)c1ccc(N2CC3CC(C2)c2cccc(=O)n2C3)c(NC(=S)Nc2ccc(Cl)cc2Cl)c1 (configuration not stated)	1%[46 µM]	4%	3%	-37%[inhibitor]	-2%	-4%	-7%
O=C(Nc1cccc([N+](=O)[O-])c1)ONC1=NCCCCC1	/	0%	/	2%[10 µM]	/	/	-1%[9.22 µM]
O=C(Cn1c(-c2ccccc2)c[n+]2ccsc12)c1ccc([N+](=O)[O-])cc1	?	-3%	5%	-32%[inhibitor]	-1%	23%	?
CCOP(=O)(OCC)C(NC(=O)Nc1cccc(Cl)c1)c1ccccc1 (configuration not stated)	1%	-9%	-29%	/	1%	2%	14%
O=C(C1=C[C@H](C2CCCCC2)C[C@H](OCCCCO)O1)N1CCN(Cc2ccccc2)CC1	/	21%	/	21%[10 µM]	/	3%	14%[9.22 µM]
CN(Cc1ccon1)C(=O)CC1C(=O)NCCN1CC(C)(C)C (configuration not stated)	7%[46 µM]	2%	4%	12%[10 µM]	0%	6%	16%[9.22 µM]
COc1cc(OC)cc(C(=O)Nc2ncc3c(n2)CC(C)CC3=O)c1 (configuration not stated)	8%	-1%	4%	-12%	-14%	-1%[38.3 µM]	-2%
Cc1nn(-c2ccc(C(F)(F)F)cn2)c(C)c1Oc1ccccc1O	-9%	5%	-11%	-18%	-1%	40%[38.3 µM]	?
COCc1[nH]c(=S)[nH]c(=O)c1C	10%[46 µM]	12%	/	4%[10 µM]	/	/	-4%[9.22 µM]
Cc1ccc2oc(=O)c(/C=C(\O)c3cccs3)nc2c1	/	-10%	/	1%[10 µM]	/	/	28%[9.22 µM]
CN(C[C@H](Cc1ccccc1)N(C[C@@H](Cc1cccc2ccccc12)N(CCc1ccccc1)N=O)N=O)N=O	/	-22%	/	-2%[10 µM]	/	3%	-9%[9.22 µM]
O=C1c2ccccc2NC2(CCCC2)N1NS(=O)(=O)c1ccccc1	?	7%	-6%	0%	9%	-2%	-2%
O=C(Nc1ccc(OC(F)F)c(Cl)c1)c1cccc(OC(F)F)c1	13%	0%	-1%	-90%[inhibitor]	-3%	52%[activator][38.3 µM]	4µM*
CN1CCN(CCCNC(=O)c2ccc(Cn3c(=S)[nH]c4ccc(Br)cc4c3=O)cc2)CC1	/	-13%	4%	/	1%	10%	-3%
CS(=O)(=O)N1CCN(C(=O)c2cc(-c3ccncc3)nc3ccc(Cl)cc23)CC1	-7%	8%	-1%	-8%	-4%	-18%[38.3 µM]	21%

Another view of some results above:
mol | LMNA splice mod | CBFb-RUNX1 inh | SMN2 splice enh | HTT ATP protect | Luc counter | IMPase Li cell | HTT aggregate
CCOC(=O)c1ccc(N2C(=O)CC(N3CCN(Cc4ccccc4)CC3)C2=O)cc1 (configuration not stated) | 0% | 3% | -7% | -8% | 0% | 16%[38.3 µM] | 3%
O=C(C1CCN(Cc2cc(Cl)ccc2O)CC1)N1CCN(Cc2ccccc2)CC1 | -16% | 6% | -42%[inhibitor] | 2%[10 µM] | 3% | 25%[38.3 µM] | -1%
O=C(O)c1ccc(N2CC3CC(C2)c2cccc(=O)n2C3)c(NC(=S)Nc2ccc(Cl)cc2Cl)c1 (configuration not stated) | 1%[46 µM] | 4% | 3% | -37%[inhibitor] | -2% | -4% | -7%
O=C(Nc1cccc([N+](=O)[O-])c1)ONC1=NCCCCC1 | / | 0% | / | 2%[10 µM] | / | / | -1%[9.22 µM]
O=C(Cn1c(-c2ccccc2)c[n+]2ccsc12)c1ccc([N+](=O)[O-])cc1 | ? | -3% | 5% | -32%[inhibitor] | -1% | 23% | ?
CCOP(=O)(OCC)C(NC(=O)Nc1cccc(Cl)c1)c1ccccc1 (configuration not stated) | 1% | -9% | -29% | / | 1% | 2% | 14%
O=C(C1=C[C@H](C2CCCCC2)C[C@H](OCCCCO)O1)N1CCN(Cc2ccccc2)CC1 | / | 21% | / | 21%[10 µM] | / | 3% | 14%[9.22 µM]
CN(Cc1ccon1)C(=O)CC1C(=O)NCCN1CC(C)(C)C (configuration not stated) | 7%[46 µM] | 2% | 4% | 12%[10 µM] | 0% | 6% | 16%[9.22 µM]
COc1cc(OC)cc(C(=O)Nc2ncc3c(n2)CC(C)CC3=O)c1 (configuration not stated) | 8% | -1% | 4% | -12% | -14% | -1%[38.3 µM] | -2%
Cc1nn(-c2ccc(C(F)(F)F)cn2)c(C)c1Oc1ccccc1O | -9% | 5% | -11% | -18% | -1% | 40%[38.3 µM] | ?
COCc1[nH]c(=S)[nH]c(=O)c1C | 10%[46 µM] | 12% | / | 4%[10 µM] | / | / | -4%[9.22 µM]

Later entries
SMILES	LMNA splice mod	CBFb-RUNX1 inh	SMN2 splice enh	HTT ATP protect	Luc counter	IMPase Li cell	HTT aggregate
N#Cc1ccc(-n2nccc2-c2cnc3n(c2=O)CCS3)cc1	1%	3%	-3%	6%	0%	17%[38.3 µM]	-12%
Cc1ccc(S(=O)(=O)N(CC(=O)Nc2cccc([N+](=O)[O-])c2)Cc2ccc(Cl)cc2)cc1	?	-17%	-9%	-2%[10 µM]	-3%	6%	?
CC(C)CCn1nnnc1C(c1ccccc1)N1CCN(C)CC1 (configuration not stated)	-2%	6%	19%	10%	0%	22%[38.3 µM]	-11%
COc1ccc(Br)cc1CNC(=O)C1CCN(S(=O)(=O)N2CCC(C)CC2)CC1	?	18%	-14%	/	1%	5%	-29%
CCCC(=O)NC(=S)Nc1cccc(NC(=O)c2ccc(Cl)cc2Cl)c1	1%	5%	/	-17%	/	/	6%
O=C(CC(=O)NN=C1CCCC1)NCCc1ccccc1	7%	2%	10%	-42%[inhibitor]	3%	-12%[38.3 µM]	-5%
O=Nc1ccc(NOC(=O)c2ccccc2Br)cc1	-4%	4%	11%	/	?	8%	12%
O=C(NC1CCCC1)c1ccc2nc(-c3ccco3)c(-c3ccco3)nc2c1	-1%	?	/	-10%	/	/	-13%
CCSc1cc(C)nc2c(-c3ccc(Cl)cc3)c(C)nn12	0%	7%	-12%	-7%	-5%	-17%[38.3 µM]	-4%
COc1ccccc1N(C)S(=O)(=O)c1ccc(C(=O)NCc2ccc3c(c2)OCO3)cc1	?	-1%	2%	-38%[inhibitor]	0%	10%	?
Cc1ccc(OCCCCn2c(CO)nc3ccccc32)cc1	6%[46 µM]	-2%	-34%[inhibitor]	-22%	2%	-4%	-20%
COC(=O)Cc1c(C)c2ccc(OCc3nn[nH]n3)c(C)c2oc1=O	6%	-6%	4%	-33%	1%	-7%[38.3 µM]	4%
COCC(C)n1c(C)cc(C(=O)CSc2ccc(NC(C)=O)cc2)c1C (configuration not stated)	2%	-1%	-40%[inhibitor]	-18%	-5%	28%[38.3 µM]	17%
CSc1nnc(-c2cc(Br)ccc2N=Cc2c(C)[nH]n(-c3ccccc3)c2=O)c(=O)[nH]1	/	-6%	/	11%[10 µM]	-3%	10%	23%[9.22 µM]
COC(=O)c1ccc(Oc2ccc3nnc(C)n3n2)cc1	?	15%	-31%[inhibitor]	-5%	-1%	13%[38.3 µM]	15%
CC(=O)OC(C(=O)NC1CCCCC1)c1ccccc1 (configuration not stated)	0%	5%	9%	10%[10 µM]	-2%	-7%[38.3 µM]	-4%
CCCC(c1nnnn1Cc1ccco1)N1CCN(c2ccccc2)CC1 (configuration not stated)	19%[46 µM]	-2%	/	7%[10 µM]	-1%	7%	23%[9.22 µM]
COCC(=O)Nc1ccc(Nc2ccccc2)cc1	-12%	-15%	-2%	?	-1%	5%[38.3 µM]	?
CCn1c(SCC(=O)N/N=C/c2cc(OC)c(O)c(OC)c2)nc2ccccc21	?	2%	-13%	-3%[10 µM]	-1%	14%	-7%
COCC(=O)NC1CCN(C(=O)Nc2ccc(Br)cc2)CC1	-7%	-1%	11%	-1%	-1%	21%[38.3 µM]	5%
CCOC(=O)c1cc(C)n(-c2ccccc2)c1C	/	1%	/	-4%[10 µM]	/	/	-1%[9.22 µM]
CCCNC(=O)COC(=O)c1cccnc1Nc1ccccc1F	4%	3%	-8%	7%[10 µM]	-2%	11%	-16%
CCN(Cc1ccccc1)C(=O)c1ccc(Cl)cc1[N+](=O)[O-]	/	3%	-7%	-21%	-1%	3%	-1%
O=C(NCc1ccco1)c1nn2c(C(F)(F)F)cc(-c3cccs3)nc2c1Br	?	6%	-7%	14%	-2%	17%[38.3 µM]	7%
CCCCCCC(=O)Oc1cccc(N2C(=O)C3CCCCC3C2=O)c1 (configuration not stated)	7%[46 µM]	5%	2%	-25%	0%	-3%	9%
Cc1cc(C)nc(NC(=O)/C=C/c2ccccc2Cl)c1	-18%	4%	13µM*	?	1%	8%	-32%
Cc1cccc(NC(=O)C2C3C=CC(C4CC34)C2C(=O)O)c1 (configuration not stated)	-9%	1%	-29%	3%[1.9 µM]	-2%	14%	-12%
N#CCC(=O)N/N=C/c1ccc(Cl)cc1	/	9%	/	-4%[10 µM]	/	/	-9%[9.22 µM]
